Source: PubChem BioAssay (several laboratories)
TRPC4 block: TRPC4 (mouse) channel inhibition. HEK293 TRPC4beta/mu-opioid, DAMGO-evoked Fluo4 calcium flux; hits give low values. AID 2247. 300,000 tested, 0.39% active. B-score at 10 µM. Q9QUQ5;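 active means B-score over 3 SD under the library average, no early fluorescence shift, positive overall ratio signal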
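Assay system: TRPC4beta/mu-opioid receptor HEK293 cell line; compound dosing: single concentration per test compound; detection: Fluo4 Ca2+ flux fluorescence; evaluation: per-well B score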
IEC-6 tox: counter-screen for KLF5 inhibitors: cytotoxicity in IEC-6 cells. AID 1825. IEC-6 cytotoxicity, luminescence viability. inhibition, % at 5 µM. 290,000 tested, 0.78% active; in the data active means inhibition above about 22%;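 further: 0% = plate median of test compound wells and 100% = cytotoxic reference compound wells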
SKKanGAS inh: blocks kanamycin growth of S. pyogenes SKKanGAS strain; BacTiter-Glo, 6 h; inhibition, % at 7.5 µM; 300,000 tested, 1.3% active; AID 1662;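 active means mean replicate score, as percent of positive control median, at least 50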;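 further: strain carries kanamycin resistance gene driven by streptokinase promoter and grows in 40 µg/ml kanamycin; loss of luminescence reflects streptokinase promoter inhibition or plain growth inhibition; 0% = median of DMSO wells and 100% = positive control at its reference dose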
KLF5 inh: suppresses KLF5 promoter-driven expression; 290,000 tested, 0.23% active; inhibition, % at 5 µM; DLD-1 KLF5 promoter-luciferase reporter, luminescence;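 active means inhibition above a per-plate limit of that plate's mean compound inhibition plus 3 SD, cut at about 60% in these data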;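 further: 0% = DMSO wells and 100% = LY294002 at 200 µM; higher means less KLF5 promoter-driven luciferase light; inactives centre near -14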
TRPC6 act: activators of mouse TRPC6 channel. Q61143. HEK293-TRPC6 membrane potential dye fluorescence; hits give high values. B-score at 10 µM. 310,000 tested, 0.13% active;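 active means B-score of the integrated fluorescence ratio above library mean plus 3 SD, and starting fluorescence ratio within library mean plus 5 SD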;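 further: higher score means more depolarization so channel activation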
Target sequence (Q61143 whole entry, looked up): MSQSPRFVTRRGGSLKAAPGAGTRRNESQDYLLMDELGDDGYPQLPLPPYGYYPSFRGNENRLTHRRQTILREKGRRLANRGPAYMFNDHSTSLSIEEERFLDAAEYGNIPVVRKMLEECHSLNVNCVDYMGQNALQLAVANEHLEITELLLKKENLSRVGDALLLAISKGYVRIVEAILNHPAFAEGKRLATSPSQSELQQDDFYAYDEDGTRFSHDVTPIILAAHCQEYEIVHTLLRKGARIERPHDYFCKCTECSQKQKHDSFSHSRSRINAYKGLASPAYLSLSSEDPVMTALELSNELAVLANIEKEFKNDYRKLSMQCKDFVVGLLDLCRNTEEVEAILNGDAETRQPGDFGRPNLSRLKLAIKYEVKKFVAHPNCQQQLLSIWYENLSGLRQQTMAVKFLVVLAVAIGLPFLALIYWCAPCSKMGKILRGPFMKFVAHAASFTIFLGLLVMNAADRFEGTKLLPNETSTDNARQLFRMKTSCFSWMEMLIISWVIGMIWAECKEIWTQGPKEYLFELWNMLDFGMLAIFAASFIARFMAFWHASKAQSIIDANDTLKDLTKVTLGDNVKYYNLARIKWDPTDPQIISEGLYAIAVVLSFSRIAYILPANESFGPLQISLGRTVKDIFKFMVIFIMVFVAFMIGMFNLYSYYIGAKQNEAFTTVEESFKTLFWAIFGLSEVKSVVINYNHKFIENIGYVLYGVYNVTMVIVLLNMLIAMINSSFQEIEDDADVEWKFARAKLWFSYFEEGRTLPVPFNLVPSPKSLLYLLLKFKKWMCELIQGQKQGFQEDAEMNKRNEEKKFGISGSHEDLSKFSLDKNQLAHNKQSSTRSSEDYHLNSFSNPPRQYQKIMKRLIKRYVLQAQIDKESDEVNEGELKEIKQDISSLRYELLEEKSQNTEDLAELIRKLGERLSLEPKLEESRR
aSyn 5UTR inh: 5' untranslated region of α-synuclein, MLPCN primary screen. alpha-synuclein 5'UTR reporter, inhibitor activity. inhibition, % (tested at 7.5 µM). 300,000 tested, 0.82% active. AID 1813; in the data active means inhibition above about 60%;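 further: H4 neuroglioblastoma cells stably carrying SNCA 5'UTR luciferase fusion; 0% = DMSO wells and 100% = positive control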
MrgX1 antagonist: human MrgX1 receptor antagonism, primary screen; MRGX1-HEK293 calcium flux, Fluo-4, BAM8-22 antagonism; hits give low values; Q96LB2; 310,000 tested, 1.3% active; B-score at 10 µM;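 active means calcium-response B-score plate-corrected more than 3 library SD below zero, starting fluorescence within 5 deviations, no agonist response on first addition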;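 further: peak minus trough fluorescence over baseline after final BAM8-22 challenge near maximal dose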
TRPC6 inh: blocks the mouse TRPC6 cation channel; Q61143; HEK293-TRPC6, membrane potential dye, ACh-evoked depolarization; hits give low values; B-score at 10 µM; 310,000 tested, 1.1% active; AID 2553;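 active means B-score under library mean minus 3 SD, initial fluorescence not abnormally high, positive integrated signal ratio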;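 further: B-score derived from integrated fluorescence ratio over the kinetic read; more negative B-score means stronger inhibition of depolarization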
HIF activator: HIF pathway transcriptional activation | U2OS HRE-luciferase reporter, luminescence; normalized: DMSO 0%, desferrioxamine 100% | 300,000 tested, 0.32% active | activation, % at 7.5 µM (by protocol);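 active means mean activation of at least 10% of the iron chelator positive control signal, with at least half of replicates also reaching 10%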
TRPC4 agonist: TRPC4 (mouse) channel activation | HEK293 TRPC4beta/mu-opioid, Fluo4 calcium fluorescence; hits give high values | Q9QUQ5 | B-score at 10 µM | 310,000 tested, 0.49% active;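 active means B-score above 5 SD of library B-scores, and initial fluorescence ratio not above library mean plus 5 SD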;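 further: positive B-score marks a calcium rise read as TRPC4 activation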
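Material: TRPC4beta and mu-opioid receptor HEK293 stable cells | Incubation: 45 min room-temperature Fluo4 loading, 110 s read | Detection: Kinetic Fluo4 calcium fluorescence | Measure: Integrated baseline-normalised fluorescence ratio, converted to per-well B score | Benchmarks: Low control buffer alone, high control maximal DAMGO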
TRPC4 potent: allosteric potentiators of mouse TRPC4 channel. B-score at 10 µM. HEK293 TRPC4beta/mu-opioid, DAMGO EC20, Fluo-4 Ca2+ flux; hits give high values. Q9QUQ5. AID 2227. 310,000 tested, 0.42% active;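 active means B-score of calcium response area above 5 SD of library B-scores, with initial fluorescence ratio within 5 SD of library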;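 further: B-score of integrated fluorescence ratio over time as area under calcium response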
Starred values were filed as active, the others as inactive; i = inactive; / = not tested or not shown.

SMILES	TRPC4 block	IEC-6 tox	SKKanGAS inh	KLF5 inh	TRPC6 act	aSyn 5UTR inh	MrgX1 antagonist	TRPC6 inh	HIF activator	TRPC4 agonist	TRPC4 potent
COCCCNC(=O)CS(=O)Cc1nc(-c2cccc(OC)c2)oc1C (stereo not drawn)	i	-1.7	3.7	-17.0	i	13.8	i	i	0.0	i	i
O=C(COC(=O)c1cc[n+]([O-])cc1)NCCc1ccc(Cl)cc1Cl	i	-6.9	-1.6	-40.8	i	-1.5	i	i	-0.5	i	i
CCc1ccc(-c2nc(C(N)=O)c3[nH]c(=O)n(-c4ccccc4OC)c3n2)cc1	i	-0.7	-1.2	-25.7	i	81.5*	i	i	1.1	i	i
COc1ccc(OC)c(-c2cc(C(=O)NCc3ccc(Cl)cc3)no2)c1	i	2.2	-4.3	-7.5	i	-5.6	i	i	-0.5	i	i
CC(C)NC(=O)COC(=O)c1ccccc1CSC1=NCCS1	i	-1.1	-3.0	1.4	i	-2.3	i	i	-0.2	i	i
Cc1ccsc1C(=O)NN=C1CCCCCC1	i	4.9	-3.7	-155.5	i	-127.5	i	i	2.8	i	i
C=CCNC(=O)/C(C#N)=C/c1c(C)nn(-c2ccc(Cl)cc2)c1Cl	i	-2.2	3.0	-6.4	i	-57.4	i	i	-0.2	i	i
COc1cccc(CN(C)CC(=O)NCc2ccccc2Cl)c1	i	-0.9	2.4	-43.4	i	-9.3	i	i	-0.7	i	i
Cc1cccc(NC(=O)c2cccc(OC(=S)N3CCOCC3)c2)c1	i	-5.0	-10.5	-31.2	i	-16.8	i	i	-0.2	i	i
CC(C)(C)CN1CCNC(=O)C1CC(=O)N1CCN(c2ccccc2)CC1 (stereo not drawn)	i	5.2	-4.6	-11.7	i	12.6	i	i	0.0	i	i
O=C(CN1C(=O)C2C3C=CC(C3)C2C1=O)OCC(=O)c1ccc(Cl)c([N+](=O)[O-])c1 (stereo not drawn)	i	-0.4	-1.9	-17.3	i	-26.7	i	i	-0.4	i	i
O=C(c1cc(S(=O)(=O)N2CCCCC2)ccc1Cl)N1CCOCC1	i	6.1	-1.7	-19.9	i	-1.9	i	i	-14.0	i	i
Cc1ccc(Nc2nc(N3CCOCC3)nc(N3CCOCC3)n2)cc1	i	8.7	-8.6	8.9	i	-8.8	i	i	/	i	i
CC(C)(C)c1cc(C(=O)NN)n(Cc2ccc(F)cc2)n1	i	1.5	1.4	-26.1	i	-5.8	i	i	-0.5	i	i
CC1=CC(C)(C)N(C(=O)CCl)c2ccccc21	i	-0.2	-8.5	8.6	i	-49.7	i	i	-0.8	i	i
O=C(O)C1Sc2[nH]c(=O)sc2C2c3cc(Br)ccc3OC(=O)C12 (stereo not drawn)	i	1.2	2.2	25.0	i	0.8	i	i	0.1	i	i
COC(=O)c1onc(C(=O)c2ccccc2)c1C(=O)OC	i	0.2	0.3	-21.2	i	-1.6	i	i	-0.5	i	i
CCCCC(CC)C(=O)Nc1ccccc1C(=O)NC(C)C (stereo not drawn)	i	2.5	-8.9	-11.1	i	-5.9	i	i	-0.3	i	i
COc1ccc(NC(=O)c2c(C(F)(F)F)nn(C)c2Cl)cc1	i	-1.9	-9.3	-45.5	i	3.7	i	i	-0.1	i	i
Cn1ncc2c(Nc3ccc(Cl)cc3)ncnc21	i	1.0	-0.7	-83.5	i	-28.2	i	i	1.0	i	i
Cc1cc(N(CC(=O)NC2CC2)S(C)(=O)=O)ccc1Br	i	-3.7	0.2	-5.3	i	7.5	i	i	-1.0	i	i
Cc1noc(C)c1COc1ccccc1C(=O)NNC(=O)c1ccccc1	i	/	-6.9	/	i	-5.1	i	i	-0.2	i	i
Cc1cccc(N2CCN(C(=O)c3c(C)nn(Cc4ccccc4Cl)c3C)CC2)c1C	i	2.3	22.6	-17.4	i	31.1	i	i	-0.5	i	i
CCOc1cc(/C=C(/C#N)c2nc3ccccc3[nH]2)ccc1OCc1ccc(C(=O)O)o1	i	-1.6	8.4	-55.1	i	-4.7	i	i	-0.3	i	i
COC(=O)c1[nH]c2cc(OC)ccc2c1NC(=O)CCN1CCN(Cc2ccc3c(c2)OCO3)CC1	i	-1.4	3.1	-6.5	i	-9.9	/	i	0.5	i	i
CCN(CC)C(=O)C(=O)N/N=C/c1ccc(Cl)cc1Cl	i	4.2	-7.2	-28.1	i	-3.9	i	i	-0.3	i	i
O=C(CCc1ccc(CCC(=O)c2cccs2)s1)c1cccs1	i	0.1	10.2	-28.4	i	-17.6	i	i	0.6	i	i
COc1ccc(CNc2nc(NCc3ccc(OC)c(OC)c3)n(C(=O)c3cccs3)n2)cc1OC	i	-2.0	19.3	-1.1	i	25.4	i	i	/	i	i
CCN(C(=O)CCN1C(=O)c2ccccc2C1=O)C1CCCCC1	i	2.5	-2.5	-22.4	i	26.2	i	i	-0.9	i	i
CCc1ccccc1NC(=O)CSc1nc2ccccc2n1CC(=O)N1CCCC1	i	-1.9	3.2	-14.8	i	16.7	i	i	-0.2	i	i
O=c1[nH]c(/C=C/c2ccccc2[N+](=O)[O-])nc2ccccc12	i	3.5	1.4	-28.7	i	-189.9	i	i	-0.1	i	i
Cc1ccc2nc(/N=C(\N)NC(=O)N3c4ccccc4Sc4ccccc43)nc(C)c2c1	i	5.0	15.5	-7.9	i	19.0	i	i	-0.5	i	i
CC1(OC(=O)C2CCCC2)C(=O)C=C2C=C(c3ccsc3)N(C3CCCC3)C=C2C1=O (stereo not drawn)	i	/	22.3	/	i	11.1	i	i	-0.4	i	i
C=CCNC(=O)C1=NOC(CNC(=O)c2c(-c3ccccc3Cl)noc2C)C1 (stereo not drawn)	i	2.0	-3.1	-22.5	i	0.7	i	i	-0.1	i	i
Cc1cc[n+](-c2[nH]c(=O)sc2/C=N/N=C(\[O-])CCn2c3ccccc3c3ccccc32)cc1	i	6.9	0.1	12.3	i	39.6	i	i	-0.2	i	i
CC1CN(CCCOc2ccccc2-c2ccccc2)CC(C)O1 (stereo not drawn)	i	-0.3	-4.3	-16.6	i	-24.5	i	i	-0.5	i	i
Cc1ccccc1NC(=O)COC(=O)C1C2CC3OC(=O)C1C3C2 (stereo not drawn)	i	2.4	0.7	-12.6	i	-34.3	i	i	0.3	i	i
CCNS(=O)(=O)c1ccc(NC(=O)c2cccnc2)cc1	i	3.8	/	-17.1	i	33.4	i	i	0.3	i	i
CCC(C)(C(=O)NC1CCCCC1)N(CC1CCCO1)C(=O)Cc1cccs1 (stereo not drawn)	i	-5.7	-1.2	10.5	i	-5.8	i	i	-0.5	i	i
COc1cc2c(cc1OC)-c1cc(Nc3ccc(C(=O)O)cc3)nc(=O)n1CC2	i	0.3	8.1	-10.3	i	17.2	i	i	-1.1	i	i
O=C(CSc1ccc(-c2ccccc2)nn1)NC1CCCCC1	i	6.1	17.6	-34.7	i	-17.6	i	i	-0.2	i	i
Cc1ccc(C)c(Cn2nnc3c(=O)[nH]c(C4CCN(S(=O)(=O)c5ccc(S(=O)(=O)NC6CC6)cc5)CC4)nc32)c1	i	1.0	36.6	11.5	i	14.2	i	i	-8.5	i	i
CC(C)(C)[C@H]1C=C(C(=O)N2CCN(Cc3ccccc3)CC2)O[C@@H](OCCCCO)C1	i	-0.1	-5.4	-20.6	i	-16.0	i	i	-0.1	i	i
COc1ccc(N2CCN(C(CNS(C)(=O)=O)c3ccco3)CC2)cc1 (stereo not drawn)	i	3.5	5.5	-2.3	i	15.3	i	i	0.0	i	i
CCc1noc(C)c1C(=O)Nc1cc(S(=O)(=O)N2CCOCC2)ccc1N1CCN(CC)CC1	i	/	4.4	/	i	2.1	i	i	-0.1	i	i
COCCNC(=O)COc1ccc(C)cc1C	i	-5.7	0.0	-58.9	i	-2.7	i	i	0.5	i	i
Cc1ccc2c(=O)cc(C(=O)NC3CCS(=O)(=O)C3)oc2c1C (stereo not drawn)	i	0.5	-2.0	-33.7	i	0.1	i	i	0.3	i	i
COC(=O)c1ccc(Oc2c(F)c(F)nc(N3CCOCC3)c2F)cc1	i	-1.4	-2.2	-17.3	i	31.8	i	i	-0.1	i	i
Cc1cc(C)cc(OCC(=O)NCc2nc(-c3ccccc3)no2)c1	i	-6.3	-8.3	-21.6	i	-0.1	i	i	-0.2	i	i
CCOC(=O)c1nn(-c2ccccc2)c(=O)cc1SC1CCCCC1	i	-2.4	-1.2	-32.1	i	13.3	i	i	-0.8	i	i

Next part:
SMILES	TRPC4 block	IEC-6 tox	SKKanGAS inh	KLF5 inh	TRPC6 act	aSyn 5UTR inh	MrgX1 antagonist	TRPC6 inh	HIF activator	TRPC4 agonist	TRPC4 potent
CC1CCCCC1NC(=O)CN1C(=O)c2cccc(N)c2C1=O (stereo not drawn)	i	1.0	-0.4	2.8	i	1.5	/	i	0.0	i	i
CCOC(=O)C1CCN(Cc2cnc(NC(=O)OC)s2)CC1	i	-7.9	6.3	-26.4	i	1.9	i	i	-0.1	i	i
CCOC(=O)N1CCN(CC(O)COc2c(OC)cccc2OC)CC1 (stereo not drawn)	i	0.9	-1.4	-3.7	i	-4.1	i	i	-0.1	i	i
Cc1ccccc1CC1(CO)CCCN(Cc2cn[nH]c2-c2ccccc2)C1 (stereo not drawn)	i	2.6	-5.1	-34.3	i	9.8	i	i	-0.3	i	i
COc1cc2c(cc1OC)CN(C(=O)c1ccc(N3CCCC3)c([N+](=O)[O-])c1)CC2	i	/	-3.5	/	i	-10.0	i	i	0.4	i	i
Cc1cc2nc(CCN(C(=S)NCC3CCCO3)C3CCCC3)[nH]c2cc1C (stereo not drawn)	i	-4.4	2.2	-37.2	i	-15.3	i	i	1.9	i	i
CC(=O)C12CCCCC1CC1C3CC(C)C4(O)CC(=O)CCC4(C)C3CCC12C (stereo not drawn)	i	2.3	-1.7	-9.7	i	-15.5	i	i	0.7	i	i
CCOC(=O)c1c(N)nn(C(C)=O)c1-c1ccccc1	i	-2.8	2.8	-25.6	i	15.5	i	i	0.2	i	i
CC(C)c1ccc(NC(=S)NN2CCOCC2)cc1	i	-1.5	-1.1	-66.3	i	-135.0	i	i	1.3	i	i
Cc1ccc(S(=O)(=O)NCC(=O)NCC(=O)OCC(=O)N2CC(=O)Nc3ccccc32)cc1C	i	-3.3	-3.4	7.0	i	-4.5	i	i	-0.5	i	i

2 entries drawn at random from those above:
SMILES	TRPC4 block	IEC-6 tox	SKKanGAS inh	KLF5 inh	TRPC6 act	aSyn 5UTR inh	MrgX1 antagonist	TRPC6 inh	HIF activator	TRPC4 agonist	TRPC4 potent
Cc1cc(C)cc(OCC(=O)NCc2nc(-c3ccccc3)no2)c1	i	-6.3	-8.3	-21.6	i	-0.1	i	i	-0.2	i	i
COc1cc2c(cc1OC)CN(C(=O)c1ccc(N3CCCC3)c([N+](=O)[O-])c1)CC2	i	/	-3.5	/	i	-10.0	i	i	0.4	i	i
